TRHR enhancer: allosteric enhancers of human TRH receptor. actives 0.66% (n = 360,000). P34981. AID 493056. enhancement, % at 2 µM. TRHR cells, fluo-8 calcium fluorescence, EC20 TRH enhancement; in the data active = enhancement above about 30%; also: 0% is about no effect
Target sequence (P34981 whole entry, looked up): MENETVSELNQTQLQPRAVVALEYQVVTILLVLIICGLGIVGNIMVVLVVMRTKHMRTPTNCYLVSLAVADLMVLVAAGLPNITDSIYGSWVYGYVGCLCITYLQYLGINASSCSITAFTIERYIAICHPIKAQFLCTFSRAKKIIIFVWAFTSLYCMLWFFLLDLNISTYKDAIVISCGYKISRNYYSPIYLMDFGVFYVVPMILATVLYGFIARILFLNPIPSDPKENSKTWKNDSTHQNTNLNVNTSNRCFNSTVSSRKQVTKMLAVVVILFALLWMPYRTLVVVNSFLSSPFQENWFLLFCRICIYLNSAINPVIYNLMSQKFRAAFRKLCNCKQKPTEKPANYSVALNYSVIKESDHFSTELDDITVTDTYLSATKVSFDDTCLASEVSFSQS
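TRHR-expressing cells loaded with fluo-8 calcium dye were read kinetically (ex 480/em 530) during compound addition, then stimulated with an EC20 of TRH (10 nM final). Enhancement of the Gq-mediated intracellular calcium response was scored.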
TRHR agonist: activates the human TRH receptor; TRHR cells, calcium flux fluo-8, FDSS agonist mode; AID 493084; P34981; activation, % at 2 µM; actives 0.18% (n = 360,000); also: 0% is about no effect
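In this calcium-flux screen, cells bearing human TRHR are dye-loaded with fluo-8, baselined for 10 cycles, then exposed to library compounds; positive kinetic calcium responses during the agonist phase mark hits, with TRH as control.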
D1 PAM: enhances dopamine response at the human D1 receptor; actives 0.036% (n = 360,000); P21728; potentiation, % at 10 µM; HEK293 TREx D1 cells, calcium flux, dopamine EC20 potentiation; in the data active = potentiation above about 30%; also: 0% is about no effect
Target sequence (P21728 whole entry, looked up): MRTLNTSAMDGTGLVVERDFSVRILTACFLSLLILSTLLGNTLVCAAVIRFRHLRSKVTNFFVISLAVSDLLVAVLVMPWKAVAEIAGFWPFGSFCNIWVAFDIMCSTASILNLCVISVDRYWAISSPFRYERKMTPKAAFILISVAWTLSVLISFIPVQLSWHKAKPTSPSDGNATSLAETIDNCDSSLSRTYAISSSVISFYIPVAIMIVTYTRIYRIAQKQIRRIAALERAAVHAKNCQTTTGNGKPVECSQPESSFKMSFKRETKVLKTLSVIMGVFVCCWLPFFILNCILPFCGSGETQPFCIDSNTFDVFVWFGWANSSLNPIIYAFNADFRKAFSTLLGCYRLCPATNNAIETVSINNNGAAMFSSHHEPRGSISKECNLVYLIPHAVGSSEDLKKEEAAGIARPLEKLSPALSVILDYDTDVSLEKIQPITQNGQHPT
RXFP1 antag: blocks the human relaxin receptor RXFP1. actives 0.59% (n = 350,000). HEK293-RXFP1, relaxin-stimulated cAMP HTRF, 30 min; stronger effect = lower value. Q9HBX9. activity change, negative = inhibition, % at 57.5 µM;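 active = activity change of -60% or lower, but not beyond a set lower limit; inconclusive = change between -60% and -40%, or beyond the set limit; inactive = change above -40%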; also: % is scaled to controls: 0 for no effect and ±100 for the full control effect
D2 potentiator: positively modulates the human D2 dopamine receptor allosterically; P14416; HEK293 T-REx D2, calcium flux, EC20 dopamine potentiation; potentiation, % at 10 µM; actives 0.34% (n = 340,000); AID 485347;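 active = potentiation over 3 SD above the plate norm, cut at about 30% in these data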; also: 0% is about no effect
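Calcium flux readout, no-wash dye, 1 read/s. Inducible HEK293 Trex D2 line, overnight 30 C. Compound alone 180 s (agonist flags), then EC20 dopamine, another 180 s to score potentiation.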
D1 ag: activates the human D1 dopamine receptor | HEK293 T-REx D1 cells, calcium flux, agonist mode | activation, % at 2 µM | actives 1% (n = 360,000) | AID 504660; also: 0% is about no effect
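Tetracycline-induced HEK293 TREx D1 cells, force-coupled to calcium signalling, were dye-loaded with a no-wash calcium kit. Compound was pin-added after a 10 s baseline. Fluorescence was read kinetically at 1 cycle/s for 180 s, with calcium rises flagged as agonism.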
D1 antagonist: blocks dopamine activation of the human D1 receptor | HEK293 TREx D1 cells, calcium flux, dopamine EC80; stronger effect = lower value | activity change, negative = inhibition, % at 10 µM | actives 3.2% (n = 360,000) | AID 504652; in the data active = activity change below about -30%; also: % is scaled to controls: 0 for no effect and ±100 for the full control effect
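Allosteric or orthosteric antagonism assessed as attenuation of the calcium response to EC80 dopamine, added 180 s after compound, in induced HEK293 Trex D1 cells loaded with no-wash calcium dye.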
D2 ag: agonists of human D2 dopamine receptor | P14416 | HEK293 T-REx D2 cells, calcium flux agonist mode | activation, % at 2 µM | actives 0.53% (n = 340,000);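 active = activation over 3 SD above normal in the single-dose calcium agonist read, cut at about 30% in these data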; also: 0% is about no effect
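HEK293 Trex D2 cells, tetracycline-induced, o/n 30 C 5% CO2; no-wash Ca dye, RT 30–90 min; 10-cycle baseline, 23 nl cpd added, kinetic Ca read 180 s; agonist hits = positive Ca response.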
D2 antagonist: D2 dopamine receptor (human) antagonism. actives 2% (n = 340,000). HEK293 TREx D2 cells, calcium flux, dopamine EC80. P14416. AID 485344. inhibition, % at 10 µM; in the data active = inhibition above about 30%; also: 0% is about no effect
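Cells plated overnight at 30 C with tetracycline; no-wash calcium dye, 30–90 min RT; 10 s baseline; compound pinned; 180 s read; EC80 dopamine added; another 180 s read.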
The depositor's hits bear a star; ? = inconclusive; / = not tested or not shown. Rule as the data show it, unless noted: active = activation above about 30%; inactive = the rest. Random draw from the library (roughly 7.1% active in at least one column).

cpd	compound	D2 ag	TRHR enhancer	RXFP1 antag	D2 antagonist	TRHR agonist	D1 PAM	D2 potentiator	D1 antagonist	D1 ag
1	CCCCC(=O)NC(c1ccco1)c1cc(Cl)c2cccnc2c1O (stereo not drawn)	0.9	-0.1	-35.3	0.4	0.8	-2.8	10.0	1.0	0.4
2	O=C(N/N=C1\CC2CC=CC12)c1ccc(Br)cc1 (stereo not drawn)	0.2	5.7	-18.0	16.3	0.0	-6.7	-22.4	2.8	-0.5
3	O=C(NC(=S)Nc1cc(-c2nc3ccccc3[nH]2)ccc1Cl)c1ccc2c(c1)OCO2	-1.6	-2.5	-11.9	-12.1	-0.1	-0.3	-3.6	0.3	0.2
4	Cc1cc(C)cc(-n2c(SCC(=O)NC3CCCCC3)nc3c([nH]c4ccccc43)c2=O)c1	5.2	-3.3	/	/	0.1	-6.0	-5.1	13.2	1.2
5	COc1ccc(C(=O)Sc2nncc3ccccc23)cc1	1.5	-2.9	-12.3	4.9	-0.2	2.4	0.6	-4.5	3.3
6	Cc1nn(CC(=O)NCc2ccc(OC(C)C)cc2)c(=O)c2c(C)n(-c3ccc(Cl)cc3)nc12	-1.5	-13.6	3.0	/	-0.7	-0.6	-5.8	0.6	1.3
7	COc1ccc(NC(=O)CSc2c(C)nn(-c3nnc(C)c(=O)[nH]3)c2C)cc1	/	2.9	-3.6	/	-0.3	-8.6	-0.7	-13.0	3.7
8	ClCc1csc(-c2ccccc2Cl)n1	2.5	-0.5	5.7	-7.6	0.0	-3.6	-2.5	-2.4	1.9
9	CC(OC(=O)CCCOc1ccccc1)C(=O)Nc1ccc(Cl)cn1 (stereo not drawn)	0.4	0.4	-10.1	-7.5	0.1	-8.2	-6.6	-15.9	3.4
10	O=C1CCC(C(=O)OCc2cc(=O)oc3ccc4ccccc4c23)=NN1	0.6	-0.9	10.4	-12.4	-0.3	0.5	-0.8	-7.9	0.8
11	COc1ccc(-n2c(=O)c3c4c(sc3n(CC(=O)Nc3cc(C)[nH]n3)c2=O)CCCC4)c(OC)c1	0.1	2.1	-21.1	16.1	1.4	-2.1	-11.5	33.0	0.1
12	CCN(CC(=O)Nc1ccc(NC(C)=O)cc1)C(=O)CSCC(=O)Nc1ccc(C)cc1	0.2	2.8	-10.0	15.2	0.2	1.9	-3.2	4.2	1.2
13	Cc1ccc(-c2nc3ccccc3[nH]2)cc1NC(=O)c1ccco1	0.9	-0.7	-2.6	-10.9	-2.2	-2.0	-8.6	-5.9	-0.5
14	CCOC(=O)N1CCN(S(=O)(=O)c2ccc(OC)cc2)CC1	-0.5	-5.8	-0.1	-0.3	0.7	-4.5	9.7	1.6	0.4
15	CCOC(=O)c1c(C)sc(-c2c(-c3cc(C)ccc3C)[nH]c3c2c(=O)n(C)c(=O)n3C)c1O	-1.9	-3.7	-17.2	/	-1.2	8.1	4.0	14.3	276.6*
16	COc1ccc(NC(=O)CSc2nc3c(oc4ccccc43)c(=O)n2-c2ccc(C)c(C)c2)cc1	0.4	-1.3	/	/	0.2	-4.1	1.0	9.8	0.8
17	CO/N=C/c1ccc(N2CCN(C(=O)c3ccc(C)cc3)CC2)c([N+](=O)[O-])c1	0.3	5.3	-1.1	-0.9	0.1	4.5	5.3	50.8	3.8
18	Cc1ccccc1NC(=S)NNC(=O)c1csc2c1CCC(C)C2 (stereo not drawn)	-0.1	-0.1	-31.1	-9.1	-0.7	4.3	-6.0	0.9	-0.8
19	Cc1ccc(OCC(=O)Nc2cccc(C(=O)OCc3cc(=O)n4cc(C)sc4n3)c2)cc1	-1.3	-2.4	-9.1	/	-0.5	-1.0	1.9	-9.6	1.8
20	O=C(N/N=C/c1ccc(N2CCOCC2)s1)c1ccccc1Cl	1.5	5.7	-22.9	7.2	2.1	-4.0	2.9	-28.6	1.7
21	O=C(CN(C(=O)c1csnn1)c1cccc(F)c1)NC1CCCC1	-2.7	2.6	0.0	-15.8	-0.5	-0.7	/	10.6	-0.6
22	CS(=O)(=O)Nc1ccc(-c2n[nH]c(=S)n2-c2ccccc2)cc1	/	1.9	?	/	0.2	-0.8	/	-0.6	3.0
23	Cc1ccc(S(=O)(=O)Cn2nnnc2C(C(C)C)N2CCN(c3nc4ccccc4s3)CC2)cc1 (stereo not drawn)	0.0	-0.9	-1.1	-4.6	-0.2	-3.0	7.7	-12.5	5.5
24	COc1cccc(-c2nn(-c3ccccc3)cc2CN(C)Cc2ccno2)c1	/	17.7	-17.9	/	0.1	-2.3	-10.9	6.1	3.6
25	CCOC(=O)c1ccc(S(=O)(=O)N2CCC(C(=O)O)CC2)cc1	-2.0	-2.2	-5.7	5.4	0.2	0.2	-7.1	17.2	1.4
26	O=c1cc(CO)oc(CN2CCN(c3cccc(C(F)(F)F)c3)CC2)c1O	0.8	4.5	-1.1	-19.4	0.3	4.6	-8.7	17.5	-1.7
27	CCC(C)n1[nH]c(=O)cc1N (stereo not drawn)	0.2	2.3	-17.0	-1.3	0.2	1.3	2.9	27.8	5.4
28	NC(=O)SCC(=O)Nc1ccc(Cl)c(Cl)c1	1.1	7.4	-71.4*	-2.2	0.6	-0.8	6.5	-4.0	2.2
29	COc1cc(C(=O)OCc2ccc([N+](=O)[O-])cc2)cc(OC)c1OC	0.0	-5.5	-0.6	-0.6	0.3	-3.8	-7.0	-36.8*	-1.0
30	COc1ccc(-c2cnn3c(N)c(S(=O)(=O)c4ccccc4)cnc23)cc1	0.1	4.9	-3.7	-2.7	-0.3	0.4	0.6	-4.2	-0.9

Record cards, from the list above. Values in the order: D2 ag	TRHR enhancer	RXFP1 antag	D2 antagonist	TRHR agonist	D1 PAM	D2 potentiator	D1 antagonist	D1 ag
Record of `COc1ccc(NC(=O)CSc2c(C)nn(-c3nnc(C)c(=O)[nH]3)c2C)cc1` = /	2.9	-3.6	/	-0.3	-8.6	-0.7	-13.0	3.7
Record of `O=C(N/N=C/c1ccc(N2CCOCC2)s1)c1ccccc1Cl` = 1.5	5.7	-22.9	7.2	2.1	-4.0	2.9	-28.6	1.7

The list goes on:
cpd	compound	D2 ag	TRHR enhancer	RXFP1 antag	D2 antagonist	TRHR agonist	D1 PAM	D2 potentiator	D1 antagonist	D1 ag
31	CCC(C)NC(=O)C1c2ccccc2C(=O)N1Cc1ccccc1OC (stereo not drawn)	0.3	-8.1	6.9	-18.1	0.0	-2.9	-2.1	-18.9	0.8
32	COc1ccc(CN2CCNC(=O)C2CC(=O)NCc2cn[nH]c2-c2ccccc2)c(F)c1 (stereo not drawn)	1.1	-3.3	-9.1	-65.2	0.2	0.5	1.5	2.3	2.9
33	COc1ccc(OC)c2c(C)cc(NCCN3CCOCC3)nc12	0.4	-7.4	-11.3	10.2	-0.3	-4.4	-25.3	3.6	1.5
34	CC(=O)Nc1cccc(NC(=O)c2cccc(-c3ccc(O)cc3)c2)c1	1.8	12.5	-3.3	-23.1	0.5	0.2	4.5	10.8	-0.2
35	CC(=O)Nc1cccc(C(=O)N/N=C/c2c[nH]c3ccccc23)c1	0.5	-5.6	-9.7	18.4	0.4	2.1	2.7	8.8	4.4
36	O=C(O)C1C2CCC(C2)C1C(=O)Nc1cccc([N+](=O)[O-])c1 (stereo not drawn)	0.5	1.9	13.3	0.8	0.0	0.1	5.6	2.6	1.9
37	CCN(CC(=O)NC1CCS(=O)(=O)C1)S(=O)(=O)c1ccc(C)c(C)c1 (stereo not drawn)	-0.5	8.3	-2.1	0.0	-0.6	3.8	11.0	28.1	0.8
38	Cc1cccc(NC(=O)CN2C(=O)c3ccccc3S2(=O)=O)n1	0.4	3.1	-11.8	10.9	0.2	0.8	1.1	-2.3	1.2
39	CCOC(=O)c1sc2nc(C)[nH]c(=S)c2c1C	/	0.2	34.2	/	0.3	-3.0	/	-9.7	3.0
40	Cc1ccc(-n2c(-c3ccc(Cl)cc3Cl)n[nH]c2=S)cc1	-0.4	-2.1	-31.5	-0.4	-0.2	2.2	10.2	-1.4	2.4
41	CCCCc1nc2sc3c(c2c(=O)[nH]1)CCC3	-0.5	-12.0	-9.9	-11.6	-0.4	-2.8	5.9	3.5	2.6
42	O=C(COc1ccc(F)cc1)Nc1cc(Cl)ccc1-n1cncn1	0.6	14.7	-1.0	-3.9	-0.2	-4.5	10.1	-12.7	0.7
43	Oc1c(C(c2ccccc2Cl)N2CCOCC2)sc2nc(-c3ccco3)nn12 (stereo not drawn)	-5.8	3.7	-4.7	/	-0.6	-0.1	8.0	/	4.1
44	CCOC(=O)c1cc(NC(=O)Nc2nc3ccccc3s2)c(C)nc1C	1.0	-2.5	-5.6	26.2	0.9	-9.8	5.0	-7.3	-1.2
45	Cc1ccc(-c2[nH]ncc2C(=O)c2ccccc2C)c(O)c1	-0.7	1.8	-4.9	-11.4	-0.5	0.6	-3.4	7.0	3.0
46	Cc1nc2nncn2c(NCc2ccc(F)cc2)c1C	/	-5.1	-1.1	/	0.7	-2.1	1.4	-16.6	5.1
47	COc1cccc(-c2sc3ccc(OC)cc3c2-c2cc(F)cc(OC)c2)c1	0.6	-5.7	/	6.7	0.6	-0.9	8.6	/	9.8
48	Cc1nc2cc(NC(=O)c3ccc(S(=O)(=O)N(C)c4ccccc4)cc3)ccc2o1	/	-4.4	-29.2	/	0.6	-7.8	-19.7	-16.3	14.1
49	COc1ccc(OC)c(/C=C/C(=O)Nc2cccc(S(=O)(=O)NC3=NCCCCC3)c2)c1	0.2	20.1	4.2	-21.6	0.3	-9.5	-13.8	3.2	1.9
50	CSc1ncccc1C(=O)NCc1ccccc1Cl	-0.1	-6.0	10.4	-8.2	0.0	0.1	-1.0	-34.3*	0.5
51	CC(=O)Nc1ccc(NC(=O)COc2cccc3c2OC(C)(C)C3)cc1	-0.6	1.3	-7.6	6.0	-0.2	-2.7	-1.2	13.3	0.4
52	NNC(=O)c1ccccc1OCCOc1ccccc1	-1.4	6.7	7.8	26.9	-0.6	-5.7	-7.7	-4.0	-0.3
53	COC(=O)c1ccc2c(=O)n(CCc3ccc(S(N)(=O)=O)cc3)c(SCC(=O)C(C)(C)C)nc2c1	0.6	7.8	-2.5	/	0.1	-1.5	9.1	-6.7	0.6
54	CCCN1CCN(C(=O)c2ccc(F)c(S(=O)(=O)N3CCOCC3)c2)CC1	0.4	0.6	-6.4	-4.4	1.3	-0.3	2.8	-20.4	2.5
55	O=C(O)c1ccccc1NS(=O)(=O)c1cccc2nsnc12	-0.3	6.8	1.2	22.1	0.0	-5.4	9.4	-26.9	1.3
56	O=C(Nc1ccc(OC(F)(F)F)cc1)Oc1ccccc1N1CCOCC1	0.4	-3.0	1.2	4.3	1.0	-3.0	8.9	-15.0	8.8

Rewritten field by field: 2 of the compounds above
14	CCOC(=O)N1CCN(S(=O)(=O)c2ccc(OC)cc2)CC1
  D2 ag: -0.5; TRHR enhancer: -5.8; RXFP1 antag: -0.1; D2 antagonist: -0.3; TRHR agonist: 0.7; D1 PAM: -4.5; D2 potentiator: 9.7; D1 antagonist: 1.6; D1 ag: 0.4

1	CCCCC(=O)NC(c1ccco1)c1cc(Cl)c2cccnc2c1O (stereo not drawn)
  D2 ag: 0.9; TRHR enhancer: -0.1; RXFP1 antag: -35.3; D2 antagonist: 0.4; TRHR agonist: 0.8; D1 PAM: -2.8; D2 potentiator: 10.0; D1 antagonist: 1.0; D1 ag: 0.4
